High-throughput results (PubChem BioAssay)
CASP6 VEID inh = inhibitors of human caspase-6; actives 0.53% (n = 350,000); purified caspase-6, Z-VEID-R110 cleavage fluorescence; AID 686996; inhibition, % at 12.5 µM;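 active = mean inhibition across replicates at least about 35%, with every replicate also reaching that limit, limit read from the data; inconclusive = only one of the two criteria met; inactive = neither criterion met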;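 also: 0% = median of neutral control wells and 100% = no fluorescence left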
Target sequence (P55212 24-179 limits assumed): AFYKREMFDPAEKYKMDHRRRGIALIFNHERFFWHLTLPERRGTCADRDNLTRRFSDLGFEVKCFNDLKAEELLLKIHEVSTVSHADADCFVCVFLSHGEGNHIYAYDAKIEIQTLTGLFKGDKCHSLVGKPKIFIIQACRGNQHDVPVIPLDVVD
Target sequence (P55212 194-293 limits assumed): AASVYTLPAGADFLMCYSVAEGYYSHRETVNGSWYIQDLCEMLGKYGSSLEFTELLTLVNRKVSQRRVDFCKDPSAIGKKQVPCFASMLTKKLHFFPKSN
CFTR F508del cor = CFTR F508del correction in bronchial cells; CFBE cells, YFP halide quenching; stimulated with forskolin plus potentiator P3; % fluorescence drop versus neutral controls; activity (quench increase), % at 7.58 µM; actives 0.36% (n = 350,000); AID 720511;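 active = mean added fluorescence quench of at least 8% versus neutral control, with both replicates also reaching 8%; inconclusive = only one of the mean or replicate conditions met; inactive = mean below 8% and not both replicates reaching 8%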;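 also: cells transiently co-express mutant CFTR-F508del with the halide-sensitive YFP; corrector assay measuring rescue of mutant channel to the surface after 24 h compound exposure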
ERp5 inh = ERp5 (human) disulfide isomerase inhibition; Q15084; ERp5 insulin aggregation, absorbance 650 nm, 90 min; inhibition, % at 9.99 µM; actives 0.05% (n = 350,000); AID 651711;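 active = mean replicate inhibition above about 25%, with every replicate also reaching it, limit read from the data, passing the limit was not always enough; inconclusive = only one of those two criteria met; inactive = neither criterion met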
Target sequence (Q15084 whole entry, looked up): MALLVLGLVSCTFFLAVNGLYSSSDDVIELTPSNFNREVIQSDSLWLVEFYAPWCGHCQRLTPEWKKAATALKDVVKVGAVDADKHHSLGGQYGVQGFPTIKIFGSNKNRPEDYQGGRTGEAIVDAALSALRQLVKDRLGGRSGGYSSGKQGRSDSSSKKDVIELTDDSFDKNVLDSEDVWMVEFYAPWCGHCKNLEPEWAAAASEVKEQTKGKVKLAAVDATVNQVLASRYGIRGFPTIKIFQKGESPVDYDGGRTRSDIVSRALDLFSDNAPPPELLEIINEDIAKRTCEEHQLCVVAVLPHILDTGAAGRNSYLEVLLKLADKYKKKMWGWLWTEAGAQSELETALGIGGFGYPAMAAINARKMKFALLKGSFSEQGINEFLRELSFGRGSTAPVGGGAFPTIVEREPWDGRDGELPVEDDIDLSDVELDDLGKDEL
DENV2 CPE rescue = inhibitors of DENV2 cytopathic effect | DENV2-infected cells, cytopathic effect rescue, plate reader | CPE inhibition, % at 9.99 µM | actives 1.7% (n = 350,000); in the data active = CPE inhibition above about 20%, passing the limit was not always enough; inconclusive = no clear call, values can overlap the other calls; tested in BHK-21 cells;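 also: 0% = median of neutral control wells and 100% = median of positive control wells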
SIRT5 block = blocks human SIRT5 desuccinylation of peptide; Q9NXA8; Purified SirT5, succinyl-peptide AMC, trypsin-coupled fluorescence; inhibition, % at 15 µM; actives 1.1% (n = 330,000); in the data active = inhibition above about 15%; inconclusive = no clear call, values can overlap the other calls
Target sequence (Q9NXA8 whole entry, looked up): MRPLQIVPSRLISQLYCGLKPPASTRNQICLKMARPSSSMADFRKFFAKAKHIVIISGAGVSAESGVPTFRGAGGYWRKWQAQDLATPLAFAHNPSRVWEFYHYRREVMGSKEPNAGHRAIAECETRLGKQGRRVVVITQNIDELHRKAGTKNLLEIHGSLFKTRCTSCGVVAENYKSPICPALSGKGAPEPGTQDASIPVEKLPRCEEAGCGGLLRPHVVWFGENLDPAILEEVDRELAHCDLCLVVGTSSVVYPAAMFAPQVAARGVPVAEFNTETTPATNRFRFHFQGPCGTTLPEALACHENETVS
miR122 inh = miR-122 inhibition in Huh7 cells; Huh7 miR-122 Renilla luciferase sensor, 48 h; neutral wells = 0, positive control = 100; activation (reporter increase), % at 12.5 µM; actives 0.3% (n = 340,000);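 active = mean replicate activation score at least 90 and every replicate individually at or above 90; inconclusive = only one of the two criteria met; inactive = neither criterion met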;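 also: higher luciferase means less miR-122 activity so hits act as miR-122 inhibitors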
ERAP1 inh = inhibitors of human ERAP1 aminopeptidase; Q9NZ08; recombinant ERAP1, Leu-AMC fluorescence, 60 min; inhibition, % at 10.7 µM; actives 0.15% (n = 340,000); AID 652197;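 active = mean replicate inhibition of at least 30%, or all replicates individually reaching that 30% level; inactive = mean below 30% and not every replicate reaching it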;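 also: 0% = neutral control wells and 100% = L-leucinethiol positive control wells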
* hit, by the source's call; ? = inconclusive; . = no result given; [ ] = dose if it differs, or a comment. Compounds were not picked by outcome; 4% or so of the library scored in one or more.

SMILES	CASP6 VEID inh	CFTR F508del cor	ERp5 inh	DENV2 CPE rescue	SIRT5 block	miR122 inh	ERAP1 inh
Cc1noc(C)c1NC(=O)Nc1ccc2c(c1)CC(=O)N([C@@H](C)CO)C[C@@H](C)[C@H](CN(C)Cc1ccc(-c3ccccc3)cc1)O2	2	0.4	4	4	11	-7[16.7 µM]	1
Cn1c(SCC(=O)NCC2CCCO2)nnc1-c1ccco1 (stereo not given)	0	0.3	-2	4	0	-3	-2
C[C@@H](O)C#Cc1cnc2c(c1)C(=O)N([C@@H](C)CO)C[C@H](C)[C@@H](CN(C)C(=O)c1ccc(F)cc1)O2	1	-2.8	5	-4	11	.	0
CN1C(=O)c2cc(NC(=O)c3cccc(F)c3)ccc2OC[C@H]2O[C@H](CC(=O)O)CC[C@H]21	.	-2.0	.	13	.	-43[16.7 µM]	.
C1CCC(OCCN2CCN(CCOC3CCCCC3)CC2)CC1	-7	-1.2	-4	17	3	.	0
CN1c2ccc(-c3ccc(F)cc3)cc2[C@@H]2[C@@H](CCN2C(=O)Cc2cccnc2)[C@@H]1CO	-1	-2.7	-6	8	9	8[16.7 µM]	0
CC(/C=N/n1c(C2CCCCC2)n[nH]c1=S)=C\c1ccccc1	-1	.	4	.	-3	-4	3
O=C(C[C@H]1CC[C@H]2[C@@H](COC[C@@H](O)CN2S(=O)(=O)c2cccc(Cl)c2)O1)NC1CCCC1	-3	2.2	17	-5	3	-1[16.7 µM]	-5
Cc1ccc(C(=O)C[n+]2ccc3ccccc3c2)cc1	-6	-2.6	2	-5	0	1	3
N#CC1(NC(=O)CSc2nnc(COc3ccccc3F)n2N)CCCCC1	72*	0.5	-8	?	-5	-1	-1
NS(=O)(=O)c1cc(C(=O)OCC(=O)Nc2ccccc2[N+](=O)[O-])ccc1Cl	-3	3.0	-6	-8	-2	-2	0
O=C(/C=C/c1ccccc1)OCC(=O)N1CCN(c2ccccc2)CC1	0	2.9	-3	9	-6	.	2
COC(=O)CCCNC(=O)CCc1nnc(-c2ccc(-c3ccccc3)cc2)o1	1	0.3	2	-4	2	0	0
c1ccc(N2CCN(CC3CCCCC3)CC2)cc1	0	1.6	-1	12	-2	-10	2
Cc1ccc(S(=O)(=O)NN=Cc2c(O)ccc3ccccc23)cc1	1	4.4	3	2	.	13	2
COc1ccc(C2CC(c3ccc(Br)cc3)=NN2C(=O)CN2CCCC2)cc1 (stereo not given)	6	0.3	7	0	-3	.	6
O=C(CSc1nccc(=O)[nH]1)Nc1ccc(N2CCOCC2)c(Cl)c1	3	-1.2	3	8	-1	-3	4
O=C(NC(=S)Nc1nc2ccccc2s1)c1cccs1	0	1.9	4	-4	.	-5	-3
C[C@H](NS(=O)(=O)c1ccc(Cl)cc1)C(=O)OCC(=O)N1CCOCC1	0	2.4	0	-10	-5	.	-2
CC(C)(C)S(=O)N1Cc2cc(CO)ccc2[C@H]1CCO (stereo not given in full)	-3	-0.2	-1	6	7	-8	.
O=c1[nH]cnc2onc(-c3ccc(F)cc3)c12	-3	-2.1	1	2	-4	-3	1
CN(C)C(=O)[C@@H]1[C@@H](CO)[C@@H]2Cn3c(cccc3=O)[C@H]1N2C(=O)c1ccc(F)cc1	0	.	0	3	3	.	2
CCCNC(=O)N1C[C@@H](O)COC[C@@H]2O[C@H](CC(=O)N3CCN(C)CC3)CC[C@H]21	-1	0.3	-1	1	-1	-3[16.7 µM]	1
COc1ccc(S(=O)(=O)N2CCN(CCO)CC2)cc1-c1nnc2c3ccccc3c(C)nn12	1	-3.8	-1	2	0	-2	7
CN(Cc1ccccc1)C(=O)c1ccc(NC(=O)C2=CSCCO2)cc1	-1	-0.6	-4	4	-3	.	0
(further entries)
SMILES	CASP6 VEID inh	CFTR F508del cor	ERp5 inh	DENV2 CPE rescue	SIRT5 block	miR122 inh	ERAP1 inh
O=C(CC1C(=O)NCCN1Cc1cccc(Oc2ccccc2)c1)NCC1CCOCC1 (stereo not given)	-1	1.0	6	5	-1	.	-4
Cc1cc(-c2nnc(SCC(=O)Nc3ccccc3C)n2N)n[nH]1	5	-2.9	.	6	-5	0	0
CC1=CSC2=NC(C(F)(F)F)(C(F)(F)F)NC(=O)N12	-1	-1.8	-12	2	-5	.	.
COc1ccc(NC(=O)N2C[C@H](O)COC[C@@H]3O[C@H](CC(=O)NCc4ccccc4OC)CC[C@H]32)cc1	-1	-0.1	2	4	-9	3[16.7 µM]	0
O=C(Cc1ccccc1)Nc1ccccc1C(=O)Nc1ccc(C(=O)O)cc1	-1	-0.3	3	2	2	2	-11
COc1ccc(OCCN2CCN(C(=O)c3ccc(OC(F)F)c(OC)c3)CC2)cc1	1	-0.9	1	-3	-1	-5	2
Cc1ccc(S(=O)(=O)N2CCOC23CCN(C(=O)c2ccc(Cl)cc2Cl)CC3)cc1	1	0.9	3	3	2	9	-5
O=C1N(c2ccccc2C(F)(F)F)OC1(Cc1ccccc1)c1ccccc1 (stereo not given)	.	2.7	7	12	.	-2	-1
CCN1C(=O)NC(c2ccccc2)(c2ccccc2)C1=O	-3	0.9	2	-1	-1	.	0
CN1CCN(c2nnc(-c3ccc(Cl)cc3)c3ccccc23)CC1	-5	1.3	-2	3	0	-6	0
COc1ccc(NC(=O)NNC(=O)c2ccccc2-n2cccc2)cc1OC	.	2.1	3	-2	-5	.	-3
COc1cc(OC)c(/C=N/NC(=O)c2ccncc2)c(OC)c1	-1	3.1	1	-1	4	-10	2
CCn1cc(C(=O)N2CCN(c3cccc(C)c3C)CC2)c(=O)c2ccc(C)nc21	5	3.4	0	-3	9	-2	0
Cc1ccc(/C=C2\CC(C)CC3=C2NC(=S)NC3c2ccc(C)cc2)cc1 (stereo not given)	2	3.5	1	10	.	.	-8
COCc1ccc(C(=O)N2CCC(CCC(=O)Nc3cccc(C)c3)CC2)s1	-4	-6.8	-3	1	-1	.	-3
CSc1cccc(NC(=O)CC2Oc3ccccc3NC2=O)c1 (stereo not given)	1	-0.4	4	37*	-4	4	-1
O=C(C[C@H]1C[C@H]2c3cc(NC(=O)CC4CC4)ccc3O[C@H]2[C@@H](CO)O1)NCc1cccnc1	-5	0.6	-154	-5	-3	3[16.7 µM]	-3
CC1(NC(=O)Cc2c(Cl)cccc2Cl)CCS(=O)(=O)C1 (stereo not given)	-2	-5.2	2	?	-2	.	-5
CNC(=O)CC12CC3CC(CC(C3)C1)C2	0	-3.6	0	5	2	-6	0
COc1ccc2c3c(n(C)c2c1)[C@@H](CO)N(C)CC31CN(C(=O)c2cccnc2)C1	7	0.5	-2	-6	2	.	-15
Cc1cccc(N(CC(=O)NCC2CCCO2)C(=O)CNS(=O)(=O)c2ccc(Cl)cc2)c1 (stereo not given)	-1	0.0	5	8	-3	-1	3
CC(C)NC(=O)C1(C)CN(S(C)(=O)=O)CC(=O)N1CCc1ccccc1F (stereo not given)	0	-1.3	-2	8	-4	.	-1
Oc1ccccc1C1OCC2(CO1)COC(c1ccccc1O)OC2 (stereo not given)	-4	-0.6	-2	-1	-2	6	-1
COc1cc2oc3cc(C#Cc4ccc(N)cc4)ccc3c(=O)c2cc1OC	-2	3.3	-5	?	-7	-7	-1
Oc1ccc(-c2csc(Nc3ccccn3)n2)cc1	1	-2.4	3	7	4	-9	0

Some entries already given, reduced to ERp5 inh, SIRT5 block and CASP6 VEID inh.
| Molecule | ERp5 inh | SIRT5 block | CASP6 VEID inh |
| --- | --- | --- | --- |
| COc1ccc(S(=O)(=O)N2CCN(CCO)CC2)cc1-c1nnc2c3ccccc3c(C)nn12 | -1 | 0 | 1 |
| CN(Cc1ccccc1)C(=O)c1ccc(NC(=O)C2=CSCCO2)cc1 | -4 | -3 | -1 |
| O=C(CC1C(=O)NCCN1Cc1cccc(Oc2ccccc2)c1)NCC1CCOCC1 (stereo not given) | 6 | -1 | -1 |

Next part.
SMILES	CASP6 VEID inh	CFTR F508del cor	ERp5 inh	DENV2 CPE rescue	SIRT5 block	miR122 inh	ERAP1 inh
COc1ccc(C(=O)O)cc1S(=O)(=O)N1CCN(Cc2ccc3c(c2)OCO3)CC1	0	-4.3	-3	-3	.	-5	2
CCN1CCN(c2ccc(S(=O)(=O)N3CCCCC3)cc2NC(=O)Cc2c(Cl)cccc2Cl)CC1	-4	-0.5	2	-4	-1	-7	-2
COc1ccc(N/C(N)=N/c2nc(CSc3nnc(C)s3)cc(=O)[nH]2)cc1	-2	2.6	-1	0	-3	21	3
CCCN(C)C[C@H]1Oc2cc(C#Cc3ccccc3OC)ccc2S(=O)(=O)N([C@@H](C)CO)C[C@H]1C	1	-0.8	1	7	-10	17[16.7 µM]	6
CO[C@H]1CN(C)C(=O)c2ccc(NC(C)=O)cc2OC[C@@H](C)N(S(=O)(=O)c2cn(C)cn2)C[C@@H]1C	0	-0.8	-1	26*	-1	.	2
CC1(c2nnc(Cc3ccccc3)o2)CC(c2ccc(F)cc2)=NO1 (stereo not given)	0	-1.6	0	6	.	-5	.
c1ccc2c(SCc3cn4ccccc4n3)nncc2c1	-1	0.4	4	.	0	.	-1
O=C(CN1C(=O)c2cccc([N+](=O)[O-])c2C1=O)OCC(=O)N1CCCCC1	-1	-2.5	5	1	-1	-2	-2
COc1ccccc1C1CC(=O)NC(SCC(=O)Nc2ccccc2)=C1C#N (stereo not given)	2	-1.1	-1	6	-4	13	-5
CCCN1C[C@H](C)[C@@H](OC)CN(C)C(=O)c2cc(NC(=O)c3ccccc3)ccc2OC[C@H]1C	1	-0.6	1	-5	2	.	2
C[C@H](CO)N1C[C@H](C)[C@H](CN(C)S(C)(=O)=O)Oc2cc(-c3ccccc3F)ccc2S1(=O)=O	1	-1.7	6	11	-2	-10[16.7 µM]	2
Cc1cccc(NS(=O)(=O)c2ccc(C(=O)NCC(C)(C)N3CCOCC3)cc2)c1C	3	1.7	-4	0	3	-1	-1
C[C@H]1CN([C@@H](C)CO)C(=O)Cc2cc(NC(=O)c3ccncc3)ccc2O[C@H]1CN(C)C(=O)Nc1ccc2c(c1)OCO2	3	0.9	-1	2	-3	-4[16.7 µM]	-1
Cc1c(C(=O)N(C)Cc2ccccc2)oc2c(Cl)cccc12	0	-0.2	2	2	0	.	-9
Cc1cc(C(=O)OCC(=O)Nc2sc3c(c2C#N)CCC(C)C3)c2ccccc2n1 (stereo not given)	1	-0.3	0	.	3	.	20
Cc1ccccc1Cn1c(C)c(C(=O)NCc2cccc(C(F)(F)F)c2)sc1=O	-2	2.1	1	?	.	.	.
COc1ccc(CN(C)C[C@@H]2Oc3ccc(NC(=O)Nc4ccc(F)cc4)cc3CC(=O)N([C@H](C)CO)C[C@H]2C)cc1	1	-2.2	1	-1	2	3[16.7 µM]	-1
O=C(Cc1ccccn1)NCC[C@@H]1CC[C@@H](NS(=O)(=O)c2ccc(F)cc2)[C@H](CO)O1	0	0.8	1	-6	-2	.	-1
Cc1ccc(C(=O)c2c3ccccc3[n+]([O-])n2CCC(N)=O)cc1	0	0.5	7	.	.	-5	6
O=C(c1cccnc1)N1CC[C@H]2[C@H](CO)Nc3ccc(-c4cccc(F)c4)cc3[C@H]21	-3	0.0	0	14	3	-3[16.7 µM]	-1
CC(C=NNc1ccc([N+](=O)[O-])cn1)=Cc1ccccc1	0	0.3	-1	1	-5	-3	-2
N#CCCn1cc(C(=O)Nc2ccc(C(=O)O)cc2)c(-c2cc3ccccc3o2)n1	1	-0.1	4	5	-1	.	.
N#Cc1cccc(-c2ccc(C3[C@H]4CNC[C@@H]3N4Cc3cncnc3)cc2)c1 (stereo not given in full)	0	-2.2	1	-6	-5	.	1
Cn1cccc1C(=O)NCCc1ccc(Cl)cc1	3	-1.7	2	-4	-1	.	0
C[C@@H](Oc1ccccc1)c1nnn(Cc2ccccc2)c1-c1c([C@@H](C)Oc2ccccc2)nnn1Cc1ccccc1	-2	1.7	-1	-3	-1	.	-1
CN(C)c1nc2ncn(Cc3ccccc3)c2c(=O)[nH]1	2	2.7	-2	-1	-4	.	-1
COc1ccc(C(=O)N2CC3(CC(c4ccc(Cl)cc4)=NO3)C[C@H]2C(=O)NCC(N)=O)cc1 (stereo not given in full)	0	1.0	2	8	.	-3	0
CCC(C)c1ccc(NC(=O)CN(C)CC(=O)Nc2cccc(OC)c2)cc1 (stereo not given)	1	1.1	12	2	2	-4	1
